GSK3A inh: blockers of GSK3A enzyme activity – biochemical, luminescence, cell-free homogeneous, HTS, primary screen; Glycogen synthase kinase-3 alpha (Homo sapiens), P49840; GSK-3 alpha kinase, ADP-Glo luminescence, 60 min; inhibition, % at 10 µM; 0.1% of 320,000 active;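 in the data active = inhibition above about 50%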;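 also: GST-tagged GSK-3 alpha with peptide substrate and 25 µM ATP; 0% = DMSO neutral wells and 100% = GW8510 positive control wells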
RGS4 block: RGS4 inhibitors, primary screen, cell-based, HEK293 M3R inducible RGS4, calcium flux; Fluo-4 calcium flux; stronger effect = higher value; triggered by carbachol at its EC20; B-score at 10 µM; 0.45% of 310,000 active; Regulator of G-protein signaling 4 (Homo sapiens), P49798;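 active = B-score, a plate-corrected calcium signal, over three deviations above library mean, with baseline fluorescence within five deviations of library mean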;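 also: RGS4 expression induced by doxycycline in cells with stable M3 receptor; B-score is computed from the integrated fluorescence ratio over baseline after carbachol; higher B-score means a larger calcium signal and so more RGS4 inhibition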
PolyA inh: polyadenylation inhibitors in yeast reporter cells, primary screen, luminescence, S. cerevisiae. S. cerevisiae SKY197-pL101 polyadenylation reporter, beta-gal luminescence; efflux-impaired pdr1/pdr3 knockout yeast; score 100 = 6 SD above DMSO. calls only at 12 µM. 0.02% of 300,000 active. AID 1875, 2009;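 active = lowest replicate activity score at least 50, where 100 means six control SD above control mean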;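 also: yeast exposed to compound for 9 h at 30 °C; higher score means more reporter readthrough which indicates perturbed polyadenylation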
hERG protect: hERG rescue from dofetilide block, primary screen, cell-based, CHO-hERG, FluxOR thallium flux, dofetilide IC70 | AID 1511, 2009 | Voltage-gated inwardly rectifying potassium channel KCNH2 (Homo sapiens), Q12809 | activation (rescue from dofetilide block), less the hit threshold, % at 10 µM | 0.51% of 310,000 active | dofetilide IC70 present;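 active = activation above the mean of controls blocked by dofetilide plus 5 SD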;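 also: thallium influx through hERG after potassium depolarization seen as dye fluorescence rise; in these data hits start at about 4.7%; inactives centre near -7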
KCNQ1 act: potentiators or activators of KCNQ1 channel, primary screen, cell-based, thallium flux, high-throughput; Potassium voltage-gated channel subfamily KQT member 1 (Homo sapiens), P51787; CHO-K1 KCNQ1, thallium flux FluxOR fluorescence; stronger effect = higher value; B-score at 10 µM; 0.35% of 310,000 active; AID 2648, 2010;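 active = fluorescence ratio B-score, a plate-corrected score, at least three library SD, with initial intensity B-score within 5 SD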
Target sequence (P51787 whole entry, looked up): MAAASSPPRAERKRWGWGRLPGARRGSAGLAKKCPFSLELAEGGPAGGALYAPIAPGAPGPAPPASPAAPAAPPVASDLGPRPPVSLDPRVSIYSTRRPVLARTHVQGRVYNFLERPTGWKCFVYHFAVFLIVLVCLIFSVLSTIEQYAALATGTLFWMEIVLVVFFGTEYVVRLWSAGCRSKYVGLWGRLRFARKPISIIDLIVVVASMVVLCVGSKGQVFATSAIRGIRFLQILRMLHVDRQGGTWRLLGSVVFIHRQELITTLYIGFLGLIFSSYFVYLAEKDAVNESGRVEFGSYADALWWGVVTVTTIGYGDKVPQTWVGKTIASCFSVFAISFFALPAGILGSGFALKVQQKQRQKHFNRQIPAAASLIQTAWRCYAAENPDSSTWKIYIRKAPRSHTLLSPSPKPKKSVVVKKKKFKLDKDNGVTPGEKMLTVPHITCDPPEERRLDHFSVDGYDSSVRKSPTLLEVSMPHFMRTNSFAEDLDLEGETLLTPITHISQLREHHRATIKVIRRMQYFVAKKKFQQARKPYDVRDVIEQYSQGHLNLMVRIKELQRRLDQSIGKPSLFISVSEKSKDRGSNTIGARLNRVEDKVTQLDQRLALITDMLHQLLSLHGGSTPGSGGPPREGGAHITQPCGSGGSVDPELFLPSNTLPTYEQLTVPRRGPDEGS
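assay system = CHO-K1 cells stably expressing KCNQ1 | medium = assay buffer, equal DMSO in all wells | timing = 37 °C overnight plating, 90-min dark dye load, 20-min compound pretreatment | measured by = kinetic FluxOR thallium fluorescence, 10-s 1-Hz baseline, 110-s post-stimulus read | measure = fluorescence change relative to baseline, converted to B score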
Dyrk1A ADPGlo: rat Dyrk1A kinase inhibitors, primary screen, biochemical, single point, plate reader; Dual specificity tyrosine-phosphorylation-regulated kinase 1A (Rattus norvegicus), Q63470; ADP-Glo luminescence, NFATc1 peptide; inhibition, % at 12.5 µM; 0.43% of 310,000 active; AID 504441, 2011; in the data active = inhibition above about 50%;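 also: plate controls were vehicle with enzyme for no effect and no enzyme for full effect; many of its hits are not listed in these tables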
RGS4 act: RGS4 potentiators or activators, primary screen, cell-based, HEK293 M3R inducible RGS4, calcium flux; 0.92% of 310,000 active; B-score at 10 µM; carbachol calcium flux Fluo4; stronger effect = lower value;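 active = B-score of the integrated calcium signal more than 4 SD below the library mean, with starting fluorescence not abnormally high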;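 also: negative B-score means reduced calcium response which marks RGS4 activation or potentiation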
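Also added: carbachol at ECmax as muscarinic agonist stimulus; Assay system: HEK293 cells with stable M3R and inducible RGS4; Timing: overnight RGS4 induction, 30 min dye load 37 °C, 20 min compound RT; Measured by: Fluo4-AM (2 µM) calcium-flux fluorescence, kinetic read.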
KCNK3 inh: human KCNK3 channel inhibitors, primary screen, CHO cells, FluxOR thallium flux, B-score; Potassium channel subfamily K member 3 (Homo sapiens), O14649; B-score at 10 µM; FluxOR fluorescence; stronger effect = lower value; 0.84% of 340,000 active;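 active = B-score under library mean minus 4 SD, starting fluorescence ratio at most library mean plus 5 SD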;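 also: more negative B-score means stronger inhibition of thallium flux through KCNK3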
GSK3beta inhib: human GSK3beta kinase inhibitors, primary screen, biochemical, cell-free homogeneous, HTS. Glycogen synthase kinase-3 beta (Homo sapiens), P49841. activity score (negative = inhibition), % at 10 µM. 0.038% of 300,000 active. GST-GSK3beta kinase, ADP-Glo luminescence, 60 min; stronger effect = lower value;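 active = more than half of replicate wells score below -50%, meaning over 50% inhibition versus plate controls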;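 also: 0% = median DMSO wells and -100% = median GW8510 positive control wells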
Target sequence (P49841 whole entry, looked up): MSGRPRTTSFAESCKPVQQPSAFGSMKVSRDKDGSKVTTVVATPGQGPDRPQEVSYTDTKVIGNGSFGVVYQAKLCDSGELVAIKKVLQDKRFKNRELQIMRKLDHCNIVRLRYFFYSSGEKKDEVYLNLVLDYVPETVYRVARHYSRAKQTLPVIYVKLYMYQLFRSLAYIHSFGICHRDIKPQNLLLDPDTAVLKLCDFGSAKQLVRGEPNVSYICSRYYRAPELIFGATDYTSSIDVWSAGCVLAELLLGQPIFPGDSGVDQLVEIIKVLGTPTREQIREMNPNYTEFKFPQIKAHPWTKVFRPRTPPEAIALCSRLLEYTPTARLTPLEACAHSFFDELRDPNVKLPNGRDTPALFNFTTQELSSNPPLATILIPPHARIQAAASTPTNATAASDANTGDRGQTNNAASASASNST
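test system = GST-tagged human GSK3beta kinase, cell-free | reagent = 25 µM ATP with peptide substrate | dosing = one dose of 10 µM per compound | schedule = 60 min reaction, RT | detection = luminescent ADP-Glo measurement of ADP formed | control set = DMSO neutral wells and GW8510 at 20 µM as positive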
KCNK9 block: KCNK9 potassium channel inhibitors, primary screen, HEK293 cells, thallium flux; B-score at 10 µM; FluxOR thallium flux fluorescence; stronger effect = lower value; AID 488922, 2010; Potassium channel subfamily K member 9 (Homo sapiens), Q9NPC2; 1.2% of 310,000 active;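 active = ratio B-score over 3 SD below the library mean, with starting fluorescence within 5 SD of its mean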;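 also: negative B-score means less thallium flux so channel inhibition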
KCNQ1 inh: inhibitors of human KCNQ1 channel, primary screen, cell-based, thallium flux, high-throughput | Potassium voltage-gated channel subfamily KQT member 1 (Homo sapiens), P51787 | CHO-K1 KCNQ1, FluxOR thallium flux fluorescence; stronger effect = higher value | B-score at 10 µM | 1.3% of 310,000 active;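 active = compounds whose thallium flux B-score, printed positive for inhibition, exceeds three library SD while starting fluorescence stays within three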;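 also: channel opened by potassium depolarization with thallium stimulus after 20 min compound exposure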
Numbers without * were called inactive; i = inactive; . = not tested or not shown. A portion of the library; the hit share may differ from the screen's.

SMILES	GSK3A inh	RGS4 block	PolyA inh	hERG protect	KCNQ1 act	Dyrk1A ADPGlo	RGS4 act	KCNK3 inh	GSK3beta inhib	KCNK9 block	KCNQ1 inh
COc1ccc(C(=O)NC(C(=O)NCCc2ccc3c(c2)OCCO3)C(C)C)cc1 (configuration not stated)	-2	i	i	-19	i	4	i	i	1	i	i
O=C1COc2ccc(OCc3ccc(F)cc3)cc21	.	i	i	-9	i	9	i	i	0	i	i
CC1CN(Cc2ccccc2)C(C)CC1O (configuration not stated)	-1	i	i	-9	i	3	i	i	4	i	i
CSc1ccc(CCNC(=O)CCc2nnc3ccc(N4CCC5(CC4)OCCO5)nn23)cc1	1	i	i	-7	i	5	i	i	0	i	i
O=C(COc1cccc2ccccc12)NCc1cccnc1	-1	i	i	-3	i	.	i	i	2	i	i
CC(C)(CNC(=O)c1cccs1)CNC(=O)c1cccs1	0	i	i	-1	i	.	i	i	-1	i	i
O=C(O)C1CCN(S(=O)(=O)c2ccc(N3CCOCC3)c([N+](=O)[O-])c2)CC1	-3	i	i	-1	i	0	i	i	-3	i	i
Cn1c(=O)c2c(nc(SCCN3CCOCC3)n2Cc2ccccc2)n(C)c1=O	1	i	i	-13	i	1	i	i	2	i	i
Cc1ccc2cccc(OCc3ccc(Br)cc3)c2n1	-2	i	i	-4	i	0	i	i	1	i	i
Cc1cc(C)nc(-n2ncc3c2CC(c2ccc(C(C)C)cc2)CC3=O)n1 (configuration not stated)	.	i	i	-17	i	-5	i	i	2	i	i
C[n+]1cccc2ccc3c(c21)OC(N)=C(C#N)C3c1ccccc1 (configuration not stated)	0	i	i	-8	i	-3	-12*	i	1	i	i
O=S1(=O)CCOCCN1Cc1ccc(Cl)cc1Cl	-1	i	i	-2	i	.	i	.	0	i	i
CCNC(=O)CCC(=O)Nc1cc(Cl)ccc1C	0	i	i	-4	i	13	i	i	0	i	i
COC(C/C=C/[C@H](O)[C@@H](C)OCc1ccccc1)OC	0	i	i	-6	i	-5	i	i	1	i	i
CC[C@@H](C)CN1C(=O)N[C@@H](CCc2ccccc2)C(C(C)=O)=C1C	-2	i	i	-2	i	8	i	i	2	i	i
COCCCNC(=S)N(CCCN(C)C)Cc1cc2cc3c(cc2[nH]c1=O)OCCO3	0	i	i	0	i	1	i	i	-1	i	i
O=CN1CCN(C(=O)C(=O)c2cn(CC(=O)N3CCCCC3)c3ccccc23)CC1	-1	i	i	-5	i	2	i	i	1	i	i
O=C(CN1C(=O)/C(=C\c2ccco2)SC1=S)Nc1ccc(O)cc1C(=O)O	3	i	i	-6	i	-4	i	i	2	i	i
O=C(c1ccc(=O)oc1)N1CCOCC1	5	i	i	-5	i	-2	i	i	3	i	i
O=S(=O)(c1ccc(Br)c2ccccc12)N1CCOCC1	.	i	i	-6	i	24	i	i	0	i	i
Cc1cc(O)c(C(C)C)cc1NC1=NS(=O)(=O)c2ccccc21	0	i	i	-11	i	-6	i	i	0	i	i
CC1CN(S(=O)(=O)c2ccc(C(=O)Nc3nnc(-c4ccc5c(c4)CCCC5)o3)cc2)CC(C)O1 (configuration not stated)	-4	i	i	-9	i	4	-7.3*	i	2	i	i
CCCCc1noc(-c2c(-c3ccccc3Cl)noc2C)n1	-2	i	i	-9	i	.	i	i	-1	i	i
COc1cc(OC)c(C2=NOC(C(=O)NCc3cccnc3)C2)cc1Cl (configuration not stated)	-3	i	i	-7	i	-6	i	i	-1	i	i
Cc1cccc(OCC(=O)N(Cc2ccc(F)cc2)C2CCS(=O)(=O)C2)c1C (configuration not stated)	.	i	i	-3	i	-3	i	i	0	i	i
CC(=O)Nc1ccc(S(=O)(=O)NC2=C(N3CCN(C)CC3)C(=O)c3ccccc3C2=O)cc1	3	i	i	-6	i	5	i	i	2	i	i
Cn1cc(/C=N/NC(=O)c2ccccc2O)c2ccccc21	2	i	i	-11	i	.	i	i	-1	i	i
O=C1NC(c2ccc(Cl)cc2)Oc2ccccc21 (configuration not stated)	-4	i	i	-7	i	.	i	i	-13	i	i
Cc1cccc(N(C(=O)Cn2nnc(-c3ccc(C)o3)n2)C(C(=O)NC2CCCC2)c2ccncc2)c1 (configuration not stated)	1	i	i	-10	i	-5	i	i	2	i	i
COc1ccc(N/N=C(/C)c2cnnc(-c3ccccc3)n2)cc1	-2	i	i	-12	i	6	i	i	2	i	i
C=C(C)CSc1nc2sc3c(c2c(=O)n1-c1ccc(C)cc1)CCN(C)C3	.	i	i	-13	i	3	-10*	i	-2	i	i
Cc1nc2ccccc2c2nc(NC(=O)C(F)(F)F)nn12	0	i	i	-3	i	-2	i	i	0	i	i
Cc1ccc(-n2nc3c(=O)n(CCCC(=O)N4CCC(C)CC4)nc(C)c3c2C)cc1	2	i	i	-11	i	-6	i	i	2	i	i
CCc1cc2c(=O)c(-c3nc4ccccc4n3C)coc2c(CN2CCOCC2)c1O	.	i	i	-13	i	-3	i	i	2	i	i
COc1cccc(C(=O)CC(=O)C(=O)Nc2ccc([N+](=O)[O-])cc2C)c1	-4	i	i	-6	i	0	i	i	20	i	i
CC(C)c1ccc(/C=C/C(=O)N2CCOCC2)cc1	-1	i	i	-5	i	3	i	i	3	i	i
Cc1ccc(CNC(=O)C23CN(Cc4ccccc4)CC2C(c2cccc([N+](=O)[O-])c2)=NO3)cc1 (configuration not stated)	-1	i	i	-10	i	10	i	i	3	i	i
Cc1ccc(C(=O)C2=C(O)C(=O)N(CCN3CCOCC3)C2c2ccccn2)o1 (configuration not stated)	.	i	i	-2	i	.	i	.	2	i	i
Cc1cccnc1CCNC(=O)CCc1nnc(CCc2ccccc2)o1	1	i	i	-10	i	.	i	i	1	i	i
O=C(N/N=C/C=C/c1ccccc1)C1CC1c1ccccc1 (configuration not stated)	-2	i	i	-5	i	0	i	i	3	i	i
CCCCOc1cccc(C(=O)NC(=S)Nc2cccc(NC(=O)c3ccccc3Cl)c2)c1	-1	i	i	-3	i	-1	i	i	0	i	i
CSc1nsc(SCc2ccc(F)cc2)n1	-1	i	i	-5	i	2	i	i	2	i	i
O=C1CCCCc2sc(Br)c([N+](=O)[O-])c2N1	-1	i	i	-7	i	-2	i	i	-4	i	i
C=CCNC(=O)c1onc(CSc2ccc(C(C)C)cc2)c1C(=O)O	.	i	i	-12	i	1	i	i	1	i	i
CN(C)S(=O)(=O)c1cccc(NC(=S)Nc2ccc(Cl)cc2Cl)c1	0	i	i	-11	i	-1	i	i	-1	i	i
CCc1ccccc1NC(=O)C1CC(c2ccc(F)cc2)=NO1 (configuration not stated)	-4	i	i	-10	i	3	i	i	1	i	i
CCn1c(Oc2cccc(Br)c2)nc2c1c(=O)n(C)c(=O)n2C	3	i	i	-4	i	11	i	i	6	i	i
CCC(C)(C)n1nnnc1CN1CCc2ccccc21	-1	i	i	-13	i	-1	i	i	2	i	i
COc1ccc(CNC(=O)[C@@H](NC(=O)C2CCN(S(=O)(=O)c3ccc(C)cc3)CC2)C(C)C)cc1OC	-2	i	i	-8	i	5	i	i	2	i	i
COc1ccccc1/C=C/C(=O)NC(=S)Nc1ccc(S(=O)(=O)N(C)c2ccccc2)cc1	0	i	i	-6	i	.	i	i	-1	i	i
CCN1CNC(=S)N(c2cc(C)ccc2C)C1	-2	i	i	-8	i	-3	i	i	0	i	i
CCOC(=O)c1c(NC(=O)CSc2nc3c(c(=O)n(C)c(=O)n3C)n2CC)sc(C)c1C	0	i	i	-11	i	3	i	i	7	i	i
NC(=O)C1CCN(C(=O)N2c3ccccc3Sc3ccccc32)CC1	5	i	i	-8	i	1	i	i	0	i	i
Cc1cc(OCC(=O)N2CCN(c3ccccn3)CC2)cc(C)c1Br	-2	i	i	-19	i	4	i	i	5	i	i
CCCC(C)c1nnc(NC(=O)C2CC(=O)N(c3ccc(OCC)cc3)C2)s1 (configuration not stated)	-2	i	i	-11	i	3	i	i	1	i	i
NC(=O)NC(=O)COC(=O)c1ccccc1OCc1ccc(F)cc1	-2	i	i	-7	i	1	i	i	3	i	i
COc1ccc(NC(=O)c2nc[nH]c2C(=O)N2CCN(C(=O)OC(C)(C)C)CC2)cc1	1	i	i	-8	i	3	i	i	3	i	i
O=C(NC1CCCC1)C(c1ccccc1)N(C(=O)c1ccno1)c1cccnc1 (configuration not stated)	-1	i	i	-7	i	-7	i	i	3	i	i
CCCCSCCCNC(=S)Nc1ccccc1C	-1	i	i	-9	i	.	i	i	-3	i	i
CC(CCc1ccccc1)NCC(O)c1ccc(O)c(C(N)=O)c1 (configuration not stated)	0	i	i	-6	i	0	i	i	-1	i	i
CCN(CC)CCOC(=O)c1ccc(NC(=O)COc2cc(=O)n(CC)c3ccccc23)cc1	0	i	i	-8	i	-7	i	i	-1	i	i
CN(c1ccccc1)S(=O)(=O)c1cccc(C(=O)NCCc2ccc(O)c(O)c2)c1	-1	i	i	-1	i	5	i	i	3	i	i

Compound activity from PubChem.
